# Screening data (PubChem BioAssay)
# BRCA1 expr up – increases BRCA1 expression; AID 624202; Potency, µM (highest dose often 46.1 µM), for the others: at the top dose activation, most hits filed as activators; MCF7-BRCA1-FFLuc reporter, luminescence, 48 h; response scale: scaled: vehicle 0%, 10 µM genistein 100%; 380,000 tested, 1.1% active; note: potency is the fitted concentration of half-maximal effect; nearly all actives have a fitted effect of over 80% in size; some results filed as inactive show a strong effect at the top dose
#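 MCF7 cells carrying a BRCA1-firefly luciferase reporter (2000 cells/well, phenol-red free MEM) were attached for 2 h at 37 °C, then given compounds for 48 h. Luminescence was read 15 min after luciferase reagent; activity normalized to genistein (10 microM) and DMSO.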
# Giardia kill – Giardia lamblia killing; AID 540267; 340,000 tested, 0.15% active; Giardia lamblia trophozoite viability; activity change, % at 7.66 µM, hits read low; in the data active = activity change below about -80%; inconclusive = between about -30% and that limit;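 note: parasites exposed to compound for two days anaerobically before the ATP read; % is set by controls: 0 for no effect and ±100 for the full control effect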
#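 Viability, read as ATP luminescence: trophozoites at 100 cells/well, compound added, 48 hrs anaerobic at 37 deg C, then 15-30 min room-temperature development before reading.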
# Rab9 promoter act – Rab9 promoter activation. Huh7 Rab9 promoter-luciferase reporter, luminescence, 24 h. Potency, µM (series often up to 9.22 µM), without a hit: top-dose activation, negative = inhibition, actives largely listed as activators. 320,000 tested, 2.8% active. AID 485297; note: potency is the fitted concentration of half-maximal effect; % of control where 0% means no effect; nearly all actives have a fitted effect of over 60% in size
#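 Steps: seed 1500 Huh7 Rab9-luc cells per well, rest 2 h at 37 °C; add compound in DMSO; incubate 24 h; add luciferase reagent, 10 min ambient; read luminescence.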
# p53 reactivator – mutant p53 re-activation in reporter cells | 320,000 tested, 0.063% active | H1299 p53-A138V BP100-luciferase reporter, luminescence, 24 h | Potency, µM (doses to about 92.2 µM), for inactives: at the highest dose activity change, positive = activation, actives largely listed as activators; note: potency is the fitted concentration of half-maximal effect; % of control where 0% means no effect; nearly all actives have a fitted effect of over 45% in size
#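 H1299 (p53-null), stable ts p53-A138V + BP100-Luc; 1000 cells/well, Opti-MEM/10% FBS; cpd 4 pt, 1:5; 24 h, 37 deg C, 5% CO2; detection reagent 10 min RT; luminescence.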
# RORg inh – ROR gamma (mouse) transcription inhibition | P51450 | 310,000 tested, 5.4% active | Drosophila S2 Gal4-RORgamma UAS-luciferase reporter, 20 h | Potency, µM (highest dose often 53.6 µM), without a hit: at the top dose activity change, negative = inhibition, actives largely listed as inhibitors | AID 2551; note: potency is the fitted concentration of half-maximal effect; % is set by controls: 0 for no effect and ±100 for the full control effect; nearly all actives have a fitted effect of over 60% in size
# Target sequence (P51450 whole entry, looked up, the tested form may be a part): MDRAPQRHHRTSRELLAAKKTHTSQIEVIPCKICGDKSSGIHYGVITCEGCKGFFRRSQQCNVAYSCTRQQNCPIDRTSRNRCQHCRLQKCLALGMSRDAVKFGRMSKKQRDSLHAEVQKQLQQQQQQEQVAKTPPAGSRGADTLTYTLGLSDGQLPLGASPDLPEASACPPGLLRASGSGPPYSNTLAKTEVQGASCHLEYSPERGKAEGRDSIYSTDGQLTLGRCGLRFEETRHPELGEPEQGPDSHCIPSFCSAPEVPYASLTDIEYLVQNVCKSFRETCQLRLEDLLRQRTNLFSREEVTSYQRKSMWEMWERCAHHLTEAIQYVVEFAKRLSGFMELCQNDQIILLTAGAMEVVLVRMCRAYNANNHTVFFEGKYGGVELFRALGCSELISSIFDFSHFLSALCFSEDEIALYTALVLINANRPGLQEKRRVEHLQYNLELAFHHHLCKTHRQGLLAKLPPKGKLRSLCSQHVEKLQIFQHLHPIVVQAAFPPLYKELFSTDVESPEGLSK
#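 In this cell-based reporter format, copper sulfate (700 uM final) drives Gal4–ROR gamma fusion expression from a metallothionein promoter in Drosophila Schneider cells; compounds preincubated 1 hr, reporter read after 20 hr at ambient temperature.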
# PKM2 activator – PKM2 (human) enzyme activation. 260,000 tested, 0.34% active. P14618. Potency, µM (doses to about 57.5 µM), inactives show at the highest dose activation, most hits filed as activators. purified PKM2, Kinase-Glo ATP luminescence, activation; response scale: 0% is enzyme alone, no compound; note: potency is the fitted concentration of half-maximal effect; % is set by controls: 0 for no effect and ±100 for the full control effect; nearly all actives have a fitted effect of over 55% in size
#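 Purified hPK-M2 (>95% pure) converted ADP (0.1 mM final) to ATP with 0.5 mM PEP in 50 mM imidazole pH7.2, KCl, MgCl2, Tween 20, BSA; 1 h at room temperature. ATP detected by Kinase-Glo luminescence.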
# Menin-MLL TR inh – inhibitors of human menin-MLL interaction, mutant MLL peptide | O00255 | AID 1768 | Menin + Texas Red MLL mutant peptide, fluorescence polarization | 270,000 tested, 0.23% active | Potency, µM (series often up to 61.6 µM), without a hit: at the top dose FP activity change, negative = inhibition, usual class: inhibitors; active = well fitted inhibition curve with a large enough effect in the polarisation, with a control signal flat, not every such curve was filed as active; inconclusive = small, poorly fitted or top-dose-only effect, or effect the other way, or a change in a side signal; inactive = no such curve, though single readings can be large or run the other way; the % refers to the polarisation; note: potency is the fitted concentration of half-maximal effect; % of control where 0% means no effect; many of its hits are not listed in these tables
# ELG1 genotoxic – genotoxicity induction in ELG1-luciferase HEK293T cells; HEK293T ELG1-luciferase reporter, luminescence, 16 h; Potency, µM (titrated, usually from 46 µM), without a hit: at the top dose activity change, positive = activation, actives largely listed as activators; 330,000 tested, 1.3% active; AID 504466; note: potency is the fitted concentration of half-maximal effect; % of control where 0% means no effect; nearly all actives have a fitted effect of over 60% in size
#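 Genotoxicity was scored as increased ELG1-luciferase reporter signal, measured by ONE-Glo luminescence (30 min, room temperature). Compound or vehicle exposure of the HEK293T reporter cells lasted 16 hr at 37°C.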
# Gal4-VP16 FLuc – counter-screen for ROR gamma inhibitors: Gal4-VP16 reporter | Drosophila S2 Gal4-VP16 UAS-luciferase, luminescence, 20 h | Potency, µM (highest dose often 53.6 µM), inactives show top-dose activity, negative = inhibition, actives largely listed as inhibitors | 310,000 tested, 3.5% active | AID 2546;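 note: Gal4-VP16 expression switched on by copper sulfate through the metallothionein promoter; potency is the fitted concentration of half-maximal effect; % is set by controls: 0 for no effect and ±100 for the full control effect; nearly all actives have a fitted effect of over 50% in size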
# FLuc modulator – firefly luciferase modulation, counter-screen for miR-21 project. P08659. purified FLuc, Km substrates, luminescence inhibition. Potency, µM (titrated, usually from 57.5 µM), without a hit: at the highest dose activity change, negative = inhibition, most hits filed as inhibitors. 360,000 tested, 6.9% active. AID 588342;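 note: potency is the fitted concentration of half-maximal effect; plate controls were vehicle for no effect and reference inhibitor for full effect; nearly all actives have a fitted effect of over 55% in size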
# Target sequence (P08659 whole entry, looked up): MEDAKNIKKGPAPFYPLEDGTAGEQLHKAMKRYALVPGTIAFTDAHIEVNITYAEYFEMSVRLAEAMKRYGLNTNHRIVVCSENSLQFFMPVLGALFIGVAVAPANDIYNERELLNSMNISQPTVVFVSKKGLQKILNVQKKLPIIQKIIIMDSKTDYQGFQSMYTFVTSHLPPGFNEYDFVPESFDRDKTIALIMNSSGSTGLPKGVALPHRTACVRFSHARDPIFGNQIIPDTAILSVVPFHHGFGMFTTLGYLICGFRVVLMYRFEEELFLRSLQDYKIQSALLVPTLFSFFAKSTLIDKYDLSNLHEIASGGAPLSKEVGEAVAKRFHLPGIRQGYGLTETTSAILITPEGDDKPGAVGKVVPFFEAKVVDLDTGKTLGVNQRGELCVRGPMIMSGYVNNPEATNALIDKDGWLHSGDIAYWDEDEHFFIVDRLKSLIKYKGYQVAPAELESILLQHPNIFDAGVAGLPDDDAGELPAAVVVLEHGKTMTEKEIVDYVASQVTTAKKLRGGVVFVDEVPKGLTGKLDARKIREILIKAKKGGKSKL
#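 Biochemical qHTS of compounds, final roughly 60 µM downward over six points, against 10 nM purified firefly luciferase using Km concentrations of substrates (10 uM D-luciferin, 10 uM ATP) in Tris acetate pH 7.5 buffer; luminescence output.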
# NPC1 prom act – NPC1 promoter activation | AID 485313 | 320,000 tested, 2.4% active | Huh7 NPC1 promoter luciferase reporter, 24 h | Potency, µM (titrated, usually from 9.22 µM), inactives show at the highest dose activation, most hits filed as activators;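 note: potency is the fitted concentration of half-maximal effect; % of control where 0% means no effect; nearly all actives have a fitted effect of over 60% in size; reporter is driven by a mutant NPC1 promoter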
#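 Luciferase expression driven by the NPC1 promoter was measured in stably transfected Huh7 cells after a 24 h compound incubation, using a luciferase reagent and a luminescence read.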
# The depositor's hits bear a star; ? = inconclusive; / = no result given; & = joins results of further samples; [ ] = another dose, or the depositor's remark. Unless noted, calls come from the whole dose curve; as a rule, active = well fitted curve in the direction sought with a large enough effect; inconclusive = small, poorly fitted or top-dose-only effect, or another doubt; inactive = no such curve, though single readings can be large; an effect the other way counts as inactive or inconclusive. These rows are one share of the data, so the mix of outcomes need not match the whole.
Molecule | BRCA1 expr up | Giardia kill | Rab9 promoter act | p53 reactivator | RORg inh | PKM2 activator | Menin-MLL TR inh | ELG1 genotoxic | Gal4-VP16 FLuc | FLuc modulator | NPC1 prom act
Cn1cc(CN2CCC(C(O)CCc3ccccc3)CC2)c(-c2ccccc2F)n1 (configuration not stated) | -22% | 14 | -4% | -1% | 0% | 3% | ? | 3% | 1% | 2% | -1%
O=C(NCc1n[nH]c(=O)c2ccccc12)C1CC(=O)N(c2ccc(Cl)cc2)C1 (configuration not stated) | -34% | 3 | -2% | -11% | / | / | / | 1% | / | -6% | 5%
O=c1[nH]c(=O)n(Cc2ccc(Oc3ccccc3)cc2)cc1Br | / | / | -1% | 1% | ? | / | ? | -5% | -27% | -1% | -8%
CCCN1C(=O)c2cc(C(=O)Nc3ccc(OC)cc3OC)ccc2C1Nc1ccc(OC)cc1OC (configuration not stated) | -4% | 10 | -5% | 0% | -5% | 0% | -15% | -14% | -10% | 1% | -7%
CC(=O)Nc1nnc(SCc2ccc(C(=O)Nc3ccccc3F)cc2)s1 | -3% | -4 | 14% | 5% | 0% | -7% | 0% | 9% | 6% | 4% | -5%
CCOC(=O)C1=C(O)/C(=C\c2ccc(OC)c(OC)c2)N=C1C | -6% | -4 | -2% | 1% | -13% | -3% | 26% | 2% | -5% | -13% | -1%
CN1CCN(c2ccc(NC(=O)c3cc([N+](=O)[O-])ccc3N3CCOCC3)cc2)CC1 | -6% | 0 | 3% | / | / | 0% | 6% | 5% | / | 2% | -2%
O=C(CCn1c(=O)c2cccn2c2ccccc21)Nc1ccc(F)cc1 | -63% | 6 | -1% | -5% | 35% | / | / | -9% | 3% | 0%&-13% | 12%
O=C(CN1CCCCC1)Nc1nnc(-c2ccc([N+](=O)[O-])cc2)s1 | 16% | -4 | 2% | 1% | 10µM* | 1% | ? | -3% | -15% | ? | 8%
COc1ccccc1NC(=O)c1cc2n(n1)C(C(F)(F)F)CC(c1ccc3c(c1)OCO3)N2 (configuration not stated) | -7% | 8 | -9% | -9% | -2% | 1% | 6% | -6% | -6% | 5% | -10%
Cc1nnc2ccc(-c3ccc(NC(=O)Cc4cccs4)cc3)nn12 | -19% | -10 | -2% | -6% | -3% | 1% | / | ? | -20% | -5% | -5%
COc1cccc(NC(=O)COC(=O)c2c(C)nn(-c3ccccc3)c2C)c1 | -19% | 2 | 1% | -3% | / | / | / | -3% | / | 21µM* | -1%

# (more compounds)
Molecule | BRCA1 expr up | Giardia kill | Rab9 promoter act | p53 reactivator | RORg inh | PKM2 activator | Menin-MLL TR inh | ELG1 genotoxic | Gal4-VP16 FLuc | FLuc modulator | NPC1 prom act
Cc1occc1C(=O)N/N=C/c1ccc(Cl)c([N+](=O)[O-])c1 | -76%[inhibitor] | -1 | 2% | ? | -12% | -6% | 10% | ? | -12% | ? | -8%
O=C1CC(N(O)c2ccccc2)C(=O)N1c1cc(Cl)cc(Cl)c1 (configuration not stated) | -14% | 5 | -6% | 0% | -3% | -2% | ? | 11% | -6% | 5% | -6%
Nc1nc(N)nc(-c2cc(Cl)ccc2Cl)n1 | 7% | 2 | / | / | 16% | / | 1%&2% | / | -1%&-2% | / | /
Cc1ccc(NC(=S)N2CCN(S(=O)(=O)c3ccccc3)CC2)cc1C | -2% | 16 | 0% | -10% | -106% | 1% | / | -1% | ? | 0% | 1%
O=C(NCCCNC(=O)c1ccco1)c1ccc(Cl)cc1 | -1% | -2 | -3% | 21% | -3% | -9% | 0% | ? | 10% | -13% | 1%
O=C(Nc1ccccc1)/C(=C/c1ccc(O)cc1)NC(=O)c1ccco1 | -13% | 6 | -1% | -1% | 0% | -5% | 1% | 4% | -6% | 2% | -3%
CCCCNC(=O)CN1CCN(Cc2ccc3cc(OC)ccc3c2)CC1 | -3% | -12 | -2% | 0% | 2% | / | ? | -5% | -8% | 4% | -2%
Cc1cc(C)c2nc(C)cc(Nc3ccc(C(=O)N(C)C)cc3)c2c1 | 13% | -27 | -2% | -1% | 2% | -3% | / | 0% | -7% | 0% | -1%
N#CCC(=O)Nc1ccc(C(=O)OCC(=O)NC(=O)Cc2ccccc2)cc1 | 14% | -7 | -2% | 0% | / | / | / | 1% | / | -1% | -2%
CCOc1cc2nc(-c3ccc(OC)c(OC)c3)nc(NCCCN3CCOCC3)c2cc1OC | -39% | 6 | -4% | -1% | ? | -1% | -16% | -6% | -18% | -1% | -1%
COc1ccccc1/C=C/C=N/NC(=O)c1ccc(=O)n(C)c1 | -30% | -11 | -5% | 15% | ? | 3% | 16% | 12% | ? | -13% | 0%
CN1C(=O)C(C)(C)c2cc(S(=O)(=O)NCCc3ccc(Cl)cc3)ccc21 | 2% | 13 | 0% | 3% | 10% | -21% | -1% | 2% | ? | 0% | -2%

# Carrying on:
Molecule | BRCA1 expr up | Giardia kill | Rab9 promoter act | p53 reactivator | RORg inh | PKM2 activator | Menin-MLL TR inh | ELG1 genotoxic | Gal4-VP16 FLuc | FLuc modulator | NPC1 prom act
C1=C(CCNc2ncnc3c2[nH]c2ccccc23)CCCC1 | -60% | 2 | -33%[inhibitor] | 2% | 7.9µM* | -3% | 17% | 6% | 0.71µM* | 19µM* | -28%
Cc1ccc(-n2ncc3c(NCc4ccccn4)ncnc32)c(C)c1 | 4% | 4 | 18% | -2% | -43% | -2% | -13% | -6% | -3% | ? | 16%
COc1ccc(NC(=O)NS(=O)(=O)c2ccc(C)cc2)cn1 | 4% | 1 | -1% | -3% | 9% | / | -1% | 4% | 3% | -4% | -2%
CC(C)CN1CCC(=O)N([C@H](CO)c2ccccc2)CC1 | 24% | 22 | 0% | / | 15% | -1% | -10% | 2% | -4% | 7% | 2%
Cc1ccc(C(=O)N[C@H](C(=O)Nc2ccc(N3CCOCC3)cc2)C(C)C)cc1 | -12% | -19 | -2% | 0% | / | / | / | 10% | / | 13% | -6%
CC(=O)Oc1ccc2ccccc2c1C(NC(=O)Cc1ccccc1)c1ccccc1 (configuration not stated) | -51% | 6 | -4% | -12% | ? | 6% | 2% | -10% | 4% | -6% | -2%
CCn1cc(C(=O)N2CCN(c3ccc(OC)cc3)CC2)c(=O)c2cc(S(=O)(=O)N3CCCCC3)ccc21 | -15% | 10 | 6% | -3% | 24% | -2% | -19% | -3% | -2% | 0% | -4%
Cc1ccccc1NC(=S)Nc1cccc2cnccc12 | -26% | -3 | 1% | 5% | 10µM* | / | -6% | -3% | -11% | -16% | -4%
CCN(C(=O)COC(=O)/C=C/c1ccco1)c1c(N)n(Cc2ccccc2)c(=O)[nH]c1=O | -7% | 11 | -5% | 0% | / | / | / | -2% | / | 0% | -1%
O=C(CC1Sc2ccccc2NC1=O)OCc1cc(=O)oc2cc(O)ccc12 (configuration not stated) | -4% | -18 | -6% | 27% | 26% | 0% | 0% | 5% | 1% | ? | 0%
O=C(NC(=S)NCc1cccnc1)c1ccccc1[N+](=O)[O-] | -11% | -1 | -4% | -2% | 13% | 1% | 13% | -6% | 2% | 0% | -2%
Cc1cccc(C)c1OCCN1C(=O)NC(C)(c2ccccc2)C1=O (configuration not stated) | -40% | -6 | -7% | -6% | 7% | -1% | -11% | -10% | -6% | 0% | -3%
CC1=NNC(=O)C1CC(=O)N/N=C/C(C)=C/c1ccccc1 (configuration not stated) | 27% | -17 | -1% | -3% | 29% | -1% | -3% | 3% | 2% | ? | -2%
Cc1c(CC(=O)O)c(=O)oc2cc(OCc3ccc(F)cc3F)ccc12 | 33% | 2 | -2% | 6% | 27% | / | -5% | 3% | 1% | 17µM* | 1%
COC(=O)c1ccc(CNC(=O)CSc2nnc(COc3ccccc3)n2C)o1 | 16% | 10 | -7% | 2% | -25% | 2% | -10% | -1% | 8% | -1% | 1%

# Marked active in RORg inh, of those listed so far:
Molecule	p53 reactivator	RORg inh	PKM2 activator	Menin-MLL TR inh	NPC1 prom act
O=C(CN1CCCCC1)Nc1nnc(-c2ccc([N+](=O)[O-])cc2)s1	1%	10µM*	1%	?	8%
C1=C(CCNc2ncnc3c2[nH]c2ccccc23)CCCC1	2%	7.9µM*	-3%	17%	-28%
Cc1ccccc1NC(=S)Nc1cccc2cnccc12	5%	10µM*	/	-6%	-4%
